D2 PAM – positively modulates the human D2 dopamine receptor allosterically; HEK293 T-REx D2, calcium flux, EC20 dopamine potentiation; hit rate 0.34% among 340,000; potentiation, % at 10 µM; P14416;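 active = potentiation over 3 SD above the plate norm, cut at about 30% in these data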; also: 0% is about no effect
Target sequence (P14416 whole entry, looked up): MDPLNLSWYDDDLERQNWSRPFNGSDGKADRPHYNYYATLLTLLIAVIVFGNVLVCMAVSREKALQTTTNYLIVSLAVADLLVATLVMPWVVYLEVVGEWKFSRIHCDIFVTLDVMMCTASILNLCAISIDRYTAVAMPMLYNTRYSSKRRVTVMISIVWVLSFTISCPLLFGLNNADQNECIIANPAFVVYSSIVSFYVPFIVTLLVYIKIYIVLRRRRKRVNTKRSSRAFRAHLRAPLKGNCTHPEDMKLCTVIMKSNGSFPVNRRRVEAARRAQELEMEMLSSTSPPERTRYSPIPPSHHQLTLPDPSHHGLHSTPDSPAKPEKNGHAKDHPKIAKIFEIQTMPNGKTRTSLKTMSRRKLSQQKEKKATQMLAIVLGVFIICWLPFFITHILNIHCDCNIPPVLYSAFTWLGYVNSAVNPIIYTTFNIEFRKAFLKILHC
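Potentiation of an EC20 dopamine calcium response is measured in a force-coupled, tetracycline-inducible Hek293 Trex D2 line. Compound-only kinetic reads over 180 s flag agonists before dopamine addition.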
Vif-A3G inh – inhibitors of Vif-APOBEC3G interaction; Q9HC16; HeLa A3G-eYFP + Vif (tagged APOBEC3G with the HIV-1 protein that degrades it), YFP fluorescence, overnight; Potency, µM (top dose mostly 46.1 µM), inactives show at the highest dose activity, negative = active, most hits filed as inhibitors; hit rate 0.076% among 410,000;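 also: potency is read from the fitted curve at half-maximal effect; % is scaled to controls: 0 for no effect and ±100 for the full control effect; nearly all actives have a fitted effect of over 60% in size; hits raise eYFP signal because A3G escapes Vif-driven loss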
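Read-out is eYFP fluorescence (Ex 488/Em 500-530) from Vif-expressing HeLa A3G-eYFP cells; more signal means A3G escaped Vif-mediated degradation. Cells plated overnight, compound pinned in, incubated overnight at 37 deg C.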
Glioma ERSR ind – induces the endoplasmic reticulum stress response in human glioma cells; AID 602332; hit rate 0.02% among 420,000; U87-MG GRP78 promoter luciferase reporter, 16 h; Potency, µM, without a hit: top-dose activation, actives largely listed as activators; also: potency is read from the fitted curve at half-maximal effect; series mostly up to about 76 µM; % of control where 0% means no effect; nearly all actives have a fitted effect of over 35% in size
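Stably transfected U87-MG glioma cells carrying a GRP78-based luciferase sensor; 16 h compound incubation. Luminescence end-point read 10 min after Bright-Glo addition at room temperature.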
RXFP1 agonist – agonists of human relaxin receptor RXFP1; hit rate 0.3% among 370,000; HEK293T-RXFP1 cAMP TR-FRET, 30 min; response scale: percent of porcine relaxin response, buffer zero; Q9HBX9; Potency, µM (series often up to 57.5 µM), without a hit: at the highest dose activation, usual class: activators; also: potency is read from the fitted curve at half-maximal effect; % is scaled to controls: 0 for no effect and ±100 for the full control effect; nearly all actives have a fitted effect of over 60% in size; many of its hits are not listed in these tables
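Agonist response is measured as cAMP accumulation in an RXFP1-transfected HEK293T line under PDE4 inhibition. Values are scaled between buffer-only and 29 nM porcine relaxin, and EC50s come from standard Hill equation fits.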
LDHA block – LDHA (human) enzyme inhibition | P00338 | purified LDHA, NADH/diaphorase-resazurin fluorescence; active compounds read low | activity change, % (values are at about 110 or 230 µM) | hit rate 0.15% among 480,000 | AID 1347041; in the data active = activity change below about -30%; inconclusive = mostly about -25% to -30%;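 also: plate controls were DMSO wells for no effect and wells without enzyme for full effect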
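Human LDH5 (2 nM) was incubated with 0.06 mM NADH and 0.2 mM pyruvate for 5 min at room temperature in Tris pH 7.4. Remaining NADH was coupled through diaphorase/resazurin, and resorufin fluorescence was read at 0 and 20 min.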
D1 antag – blocks dopamine activation of the human D1 receptor; AID 504652; hit rate 3.2% among 360,000; activity change, negative = inhibition, % at 10 µM; P21728; HEK293 TREx D1 cells, calcium flux, dopamine EC80; active compounds read low; in the data active = activity change below about -30%; also: % is scaled to controls: 0 for no effect and ±100 for the full control effect
Target sequence (P21728 whole entry, looked up): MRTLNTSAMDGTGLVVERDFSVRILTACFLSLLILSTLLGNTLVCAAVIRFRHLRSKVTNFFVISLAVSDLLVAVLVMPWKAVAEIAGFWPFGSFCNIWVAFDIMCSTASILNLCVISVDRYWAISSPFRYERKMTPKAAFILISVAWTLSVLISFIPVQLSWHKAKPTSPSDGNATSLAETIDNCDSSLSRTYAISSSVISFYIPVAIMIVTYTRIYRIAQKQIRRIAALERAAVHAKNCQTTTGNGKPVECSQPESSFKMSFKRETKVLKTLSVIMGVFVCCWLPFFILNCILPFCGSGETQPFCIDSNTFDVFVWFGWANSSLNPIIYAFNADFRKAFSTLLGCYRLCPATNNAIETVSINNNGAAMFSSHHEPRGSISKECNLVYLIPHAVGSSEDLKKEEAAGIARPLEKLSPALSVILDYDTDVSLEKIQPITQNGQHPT
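Cells carrying a force-coupled, tetracycline-inducible human D1 receptor report calcium flux. Each well gets a 10 s baseline, compound with 180 s monitoring, then an EC80 dopamine stimulus with a second 180 s kinetic read.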
D1 agonist – agonists of human D1 dopamine receptor | hit rate 1% among 360,000 | HEK293 T-REx D1 cells, calcium flux, agonist mode | activation, % at 2 µM; in the data active = activation above about 30%; also: 0% is about no effect
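Inducible HEK293 T-REx D1 cells, force-coupled to calcium signalling, were plated at 4000 cells/well with tetracycline and held overnight at 30 C. After no-wash calcium dye loading, compound-evoked calcium rise over 180 s flagged agonists.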
D1 PAM – enhances dopamine response at the human D1 receptor; P21728; HEK293 TREx D1 cells, calcium flux, dopamine EC20 potentiation; potentiation, % at 10 µM; hit rate 0.036% among 360,000; in the data active = potentiation above about 30%; also: 0% is about no effect
Vif-A3F inh – Vif-A3F binding inhibition; HeLa A3F-eYFP + Vif (tagged APOBEC3F with the HIV-1 protein that degrades it), YFP fluorescence increase; hit rate 0.2% among 390,000; Potency, µM (highest dose often 46.1 µM), inactives show top-dose activity, negative = active; also: potency is read from the fitted curve at half-maximal effect; % of control where 0% means no effect; nearly all actives have a fitted effect of over 65% in size
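HeLa cells stably expressing A3F-eYFP plus Vif, plated and incubated overnight at 37 deg C, then exposed to compounds overnight at 37 deg C. Blocked degradation read as raised yellow fluorescence (Ex 488/Em 500-530).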
Active calls of the source: *; ? = inconclusive; . = no result given; & = joins results of further samples. Unless noted, calls follow the shape of the dose curve; as a rule, active = well fitted curve in the direction sought with a large enough effect; inconclusive = small, poorly fitted or top-dose-only effect, or another doubt; inactive = no such curve, though single readings can be large; an effect the other way counts as inactive or inconclusive.

Values in the order: D2 PAM	Vif-A3G inh	Glioma ERSR ind	RXFP1 agonist	LDHA block	D1 antag	D1 agonist	D1 PAM	Vif-A3F inh
> CC(=O)c1nc(N2C(=O)CC(Cc3cc(C)cc(C)c3)C2=O)sc1C (stereo not drawn)
  2	-5%	-5%	26%	-6	-15	1	-1	-6%
> COCCNC(=O)c1cc(-c2ccccc2)nn1CC1CC(c2cccc([N+](=O)[O-])c2)=NO1 (stereo not drawn)
  .	-2%	-5%	.	1	.	.	.	-2%
> O=C(c1cn(-c2ccccc2)nc1-c1ccncc1)N1CCCCC1
  12	0%	-4%	1.1%	-4	10	-1	-2	-2%
> O=C(NCc1ccccc1Cl)c1ccc2c(c1)NC(=O)C(CS(=O)(=O)Cc1ccc(F)cc1Cl)N2 (stereo not drawn)
  26	-7%	-5%	-0.4%	-5	-20	-3	0	?
> CCOC(=O)c1cc(CC)sc1NC(=O)c1ccc2c(c1)OCCO2
  8	0%	-1%	-0.7%	1	19	0	3	1%
> Cc1[nH]nc(SCC(=O)N2CCC(C)CC2)c1[N+](=O)[O-]
  -5	1%	0%	0.8%	-3	-4	7	-2	4%
> CC(NC(=O)c1ccc(F)cc1)c1ccc(F)cc1 (stereo not drawn)
  3	-3%	-2%	-1.9%	-4	5	1	1	10%
> CN(C)CCNC(=O)C(=O)Nc1cc2c3c(c1)CCC(=O)N3CCC2
  -2	1%	-3%	-2.9%	-2	-5	2	6	0%
> CN(C)S(=O)(=O)c1cccc(C(=O)N=C2N=C3C=CC(Cl)=CN3Cc3ccccc32)c1
  0	1%	10%	0.0%	-2	8	2	-6	4%
> O=C(Cn1nnc(-c2ccc(N3CCOCC3)cc2)n1)N1CCOCC1
  2	0%	3%	0.5%	0	0	1	7	8%
> COc1ccc(C(C)=O)cc1CSCC(=O)O
  2	1%	-1%	0.8%	-2	-10	2	-10	11%
> COC(=O)c1ccc(NC(=O)COC(=O)C2CCC2)cc1
  .	0%	-1%	-0.8%	-4	-13	3	-2	-8%
> COC(=O)N/N=C/c1ccccc1
  -9	6%	4%	-0.2%	-4	-23	1	-2	0%
> Cc1nc2c(sc(=S)n2Cc2ccco2)c(=O)n1CC(=O)Nc1ccc(F)cc1
  3	-3%	-5%	4.3%	-3	0	11	4	-10%
> CC1CCCC(C)N1C(=O)CSCc1ccc(Cl)cc1 (stereo not drawn)
  -7	0%	3%	-0.2%	-11	-5	10	0	-20%
> CC1CCCN(C(=O)c2ccc(CSc3nc4ccncc4n3Cc3ccccc3)cc2)C1 (stereo not drawn)
  10	1%	0%	9.9%	-3	23	3	-2	-1%
> C[C@@H]1CN([C@@H](C)CO)C(=O)CCCn2nncc2CO[C@H]1CN(C)C(=O)Nc1ccnc(N2CCOCC2)c1
  .	-3%	-3%	.	-21	.	.	.	-7%
> COc1ccc(CC(=O)NCc2ccc3c(c2)CCN3C(=O)c2ccc(Cl)cc2)cc1
  .	4%	-3%	2.6%	-11	6	0	-1	0%
> O=c1c2ccccc2sn1-c1ccc(S(=O)(=O)N2CCCCC2)cc1
  .	2%&0%&4%	1%&-1%&-1%	.	-2&-2&-9	.	.	.	0%
> COc1ccc(C(=O)NCC(=O)NCc2cc(=O)n(C)c(=O)n2C)cc1
  8	1%	-1%	4.0%	-7	5	3	-5	-8%
> CN(CC(=O)NCc1ccc(Cl)cc1)S(=O)(=O)c1cccs1
  3	1%	4%	-0.2%	-8	-5	4	-4	8%
> O=C(COC(=O)c1cnccn1)Nc1ncc(Cl)cc1Cl
  .	-3%	-2%	4.7%	2	6	4	-2	-14%
> CCCc1cc(C(=O)NC2CCCC2)no1
  -10	0%	-1%	-0.4%	-7	10	-1	0	0%
> CCN(CC)CCNC(=O)c1ccc(NC2=NC3CS(=O)(=O)CC3S2)cc1 (stereo not drawn)
  13	0%	-4%	-0.2%	-12	2	1	12	11%
> O=C(O)c1ccc(Cn2nnc3sc4c(c3c2=O)CCCC4)cc1
  4	-1%	12%	3.2%	-9	-30*	2	1	-13%
> CCCCN(CC)Cc1ccc(CNC(=S)Nc2c(C)cc(C)cc2C)o1
  13	-4%	-4%	0.7%	-8	-29	3	-2	6%
> O=C(Nc1ccc2c(c1)OCCO2)C1CCN(S(=O)(=O)c2cccs2)CC1
  -9	2%	2%	1.9%	2	-3	1	-3	-9%
> CCN(C(=O)CSc1nnc(-c2cc3occc3n2C)n1-c1ccccc1C)c1cccc(C)c1
  1	-1%	0%	3.9%	-17	2	-1	-3	-29%
> CCOC(=O)C1CCCc2c1[nH]c1c(C(N)=O)cccc21 (stereo not drawn)
  1	-5%	-8%	4.8%	4	0	0	-8	0%
> COc1ccc(CCNS(=O)(=O)c2c(C)nc3scc(C)n3c2=O)cc1OC
  -6	-2%	-6%	-0.6%	-7&2	0	-2	1	?
> CCCn1c(N)c(N(CCOC)C(=O)c2cc(Cl)nc3ccccc23)c(=O)[nH]c1=O
  -4	0%	-4%	0.0%	-3	26	5	0	3%
> O=C1CCCC2=C1C(c1cccc(O)c1)c1c(ccc3ncccc13)N2 (stereo not drawn)
  2	-10%	-2%	1.4%	5	4	2	-2	11%
> Cc1cc(C(=O)OCC(=O)Nc2ccc(S(N)(=O)=O)cc2)c2ccccc2n1
  14	-1%	-2%	-2.9%	-15	6	4	13	1%
> COc1ccc(C(c2nnnn2CC2CCCO2)N2CCN(c3ccccc3)CC2)cc1 (stereo not drawn)
  5	1%	-7%	-1.2%	5	14	1	-5	-5%
> CCOC(=O)N1CCN(C(=O)C2CCC(CNS(=O)(=O)c3ccccc3)CC2)CC1 (stereo not drawn)
  -4	-3%	-2%	2.1%	-3	7	0	3	-1%
> Nc1nc(Cn2nnc(-c3ccccc3Cl)n2)nc(N2CCOCC2)n1
  5	-9%	1%	2.4%	0	-15	4	4	8%
> COC(=O)c1ccc(-c2nc(-c3cccs3)no2)cc1
  -14	0%	-7%	0.4%	-1	-8	3	-6	-4%
> Clc1ccc(C2=NNC(=NCC3CCCO3)SC2)cc1 (stereo not drawn)
  0	-5%	1%	1.5%	-4	-24	3	-8	4%
> O=C(O)C1C2C=CC(C2)C1C(=O)Nc1ccc(Cl)c(Cl)c1 (stereo not drawn)
  6	0%	0%	1.3%	0	0	0	-4	-2%
> Cc1ccc2c(c1)N(CCC(=O)NCc1cccnc1)C(=O)CO2
  -6	0%	-6%	2.8%	-7	15	1	-2	0%
> O=C(O)CNC(=O)C1(N2C(=O)c3ccccc3C2=O)CCCC1
  .	-5%	-4%	.	-2	.	.	.	9%
> O=C(CSCc1ccc(Br)cc1)N1CCOCC1
  18	-1%	0%	-0.7%	-4	-5	-2	6	7%
> Cc1cc(C)nc(SCC(=O)N/N=C\c2sccc2C)n1
  -2	-1%	-2%	0.0%	-3	-17	6	-6	-3%
> Oc1[nH]c2ccc(Br)cc2c1N=Nc1ccc(C(F)(F)F)cn1
  12	1%	3%	0.7%	-5	12	3	6	-2%

Record cards, as listed above. Order of screens: D2 PAM, Vif-A3G inh, Glioma ERSR ind, RXFP1 agonist, LDHA block, D1 antag, D1 agonist, D1 PAM, Vif-A3F inh
COc1ccc(C(c2nnnn2CC2CCCO2)N2CCN(c3ccccc3)CC2)cc1 (stereo not drawn) is entered as 5, 1%, -7%, -1.2%, 5, 14, 1, -5, -5%
Cc1cc(C)nc(SCC(=O)N/N=C\c2sccc2C)n1 is entered as -2, -1%, -2%, 0.0%, -3, -17, 6, -6, -3%
CCOC(=O)N1CCN(C(=O)C2CCC(CNS(=O)(=O)c3ccccc3)CC2)CC1 (stereo not drawn) is entered as -4, -3%, -2%, 2.1%, -3, 7, 0, 3, -1%
CCCn1c(N)c(N(CCOC)C(=O)c2cc(Cl)nc3ccccc23)c(=O)[nH]c1=O is entered as -4, 0%, -4%, 0.0%, -3, 26, 5, 0, 3%
Nc1nc(Cn2nnc(-c3ccccc3Cl)n2)nc(N2CCOCC2)n1 is entered as 5, -9%, 1%, 2.4%, 0, -15, 4, 4, 8%

Assay outcomes as filed in PubChem.

The list is partial. The share of hits here may be higher or lower than overall.
